Screening data as filed in PubChem.
Tau FP inhib: blocks human tau fibril formation measured by polarization; Potency, µM (highest dose often 57.7 µM), without a hit: at the top dose activity, negative = inhibition, hits mostly inhibitors; K18 P301L tau heparin fibrillization, Alexa594 FP, 6 h; actives 0.39% (n = 280,000); P10636; AID 1468; note: nearly all actives have a fitted effect of over 55% in size
Target sequence (P10636 561-689 P618L limits assumed): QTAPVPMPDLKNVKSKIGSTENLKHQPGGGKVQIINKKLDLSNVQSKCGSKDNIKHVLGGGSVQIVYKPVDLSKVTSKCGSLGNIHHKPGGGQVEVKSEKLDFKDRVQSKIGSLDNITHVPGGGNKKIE
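Human tau K18 […] P301L fragment, 15 uM unlabeled plus 0.24 uM Alexa 594-labeled tau (final), with compound and 20 uM heparin in 100 mM sodium acetate pH 7; 6 hr at 37 C, then Alexa 594 FP read.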
TRb SRC2 PPI: TRbeta-SRC2 interaction inhibition; P10828; TRbeta-SRC2 peptide binding, fluorescence polarization; receptor liganded with 1 µM T3; Potency, µM (highest dose often 106 µM), without a hit: at the top dose activity change, negative = inhibition, hits mostly inhibitors; actives 0.065% (n = 280,000);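 note: plate controls were bound peptide for no effect and peptide without receptor for full effect; nearly all actives have a fitted effect of over 50% in size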
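Fluorescence polarization of 20 nM Texas Red SRC2 peptide (20-aa NR interaction domain) bound to 0.6 uM human TRb ligand-binding domain, with 1 uM T3, after 5 hr at ambient temperature; inhibition seen as decreased polarization.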
RECQ1 helicase: blocks DNA unwinding by human RECQ1; RECQ1 DNA unwinding, red fluorescence kinetic read; Potency, µM (doses to about 57.3 µM), for inactives: top-dose activity, negative = inhibition, usual class: inhibitors; actives 0.54% (n = 240,000); AID 2549;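 note: plate controls were vehicle for no effect and no enzyme for full effect; nearly all actives have a fitted effect of over 30% in size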
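50 nM RECQ1T1 preincubated 15 min with compound in Tris pH 8.0 buffer with MgCl2, DTT, Tween-20 and 2.5 ug/ml poly(dI-dC); started with 200 nM TAMRA/BHQ-2 forked duplex and 2 mM ATP. Unwinding read as fluorescence (525/598 nm), two reads 2 h apart.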
GoLoco inh red: RGS12 GoLoco-Gai1 interaction inhibition | actives 0.44% (n = 230,000) | Gai1:RGS12 GoLoco peptide FP, rhodamine, 10 min | Potency, µM (titrated, usually from 61.6 µM), for the others: at the top dose activity, negative = inhibition, actives largely listed as inhibitors | P63096; active = well fitted inhibition curve with a large enough effect, not every such curve was filed as active; inactive = no such curve, though single readings can be large or run the other way; note: nearly all actives have a fitted effect of over 30% in size; many of its hits are not listed in these tables
Target sequence (P63096 whole entry, looked up): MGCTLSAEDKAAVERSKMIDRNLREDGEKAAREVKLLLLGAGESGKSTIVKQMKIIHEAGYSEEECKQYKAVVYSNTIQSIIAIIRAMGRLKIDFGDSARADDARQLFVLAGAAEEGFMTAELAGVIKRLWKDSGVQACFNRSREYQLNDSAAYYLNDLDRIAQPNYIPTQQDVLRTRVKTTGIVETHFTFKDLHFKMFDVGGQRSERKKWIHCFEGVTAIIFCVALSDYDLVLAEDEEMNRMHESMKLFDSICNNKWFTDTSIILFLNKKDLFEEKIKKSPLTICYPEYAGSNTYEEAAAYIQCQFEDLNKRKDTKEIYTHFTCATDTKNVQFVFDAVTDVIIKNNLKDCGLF
TexasRed fluor: counter-screen for TRb-SRC2 inhibitors: fluorescence interference | TRb/SRC2 Texas Red total fluorescence interference | actives 0.29% (n = 280,000) | AID 1479 | Potency, µM (highest dose often 106 µM), without a hit: at the highest dose fluorescence change, negative = quenching; active = well fitted curve in either direction with a large enough effect; inconclusive = small, poorly fitted or top-dose-only effect
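Human TRβ ligand-binding domain (0.6 uM) and Texas Red SRC2 peptide (20 nM) in Tris buffer with 1 uM T3 and 5% DMSO were incubated with pinned compound for 5 hr at ambient temperature. Total fluorescence was computed as S + 2P (555/632 nm).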
L3MBTL1 block: inhibitors of human L3MBTL1 | Q9Y468 | AlphaScreen L3MBTL1–H3K9me1 peptide binding | Potency, µM (doses to about 57.1 µM), for inactives: at the highest dose activity, negative = inhibition, actives largely listed as inhibitors | actives 0.66% (n = 230,000) | AID 485360; note: nearly all actives have a fitted effect of over 60% in size
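First, the protein-peptide complex forms for 30 min at room temperature (L3MBTL1 50 nM, biotinylated H3K9me1 peptide 75 nM). Next, compounds are pin-transferred and incubated 30 min. Finally, AlphaScreen beads are added and read after 30 min.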
Tau ThT inhib: tau fibrillization inhibition (ThT binding) | actives 2.1% (n = 270,000) | Potency, µM (top dose mostly 57.4 µM), for the others: at the highest dose activity, negative = inhibition, hits mostly inhibitors | AID 1460 | P10636 | recombinant tau K18 P301L, heparin-induced fibrillization, ThT fluorescence; note: nearly all actives have a fitted effect of over 55% in size
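Using a mix of unlabeled (15 uM) and Alexa 594-labeled (0.24 uM) tau K18 P301L, heparin-triggered fibrillization over 6 hr at 37 C was scored by ThT fluorescence.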
JMJD2E inh: blocks human JMJD2E demethylase activity | Potency, µM (doses to about 57.1 µM), without a hit: at the highest dose activity change, negative = inhibition, usual class: inhibitors | B2RXH2 | actives 1.6% (n = 230,000) | AID 2147 | JMJD2E catalytic domain, FDH-coupled NADH fluorescence (FDH is formaldehyde dehydrogenase); active = well fitted inhibition curve with a large enough effect, not every such curve was filed as active; inconclusive = small, poorly fitted or top-dose-only effect, or another doubt; inactive = no such curve, though single readings can be large or run the other way;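 note: 0% = wells with enzyme and -100% = buffer wells without enzyme; nearly all actives have a fitted effect of over 50% in size; many of its hits are not listed in these tables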
Target sequence (B2RXH2 1-337 limits assumed): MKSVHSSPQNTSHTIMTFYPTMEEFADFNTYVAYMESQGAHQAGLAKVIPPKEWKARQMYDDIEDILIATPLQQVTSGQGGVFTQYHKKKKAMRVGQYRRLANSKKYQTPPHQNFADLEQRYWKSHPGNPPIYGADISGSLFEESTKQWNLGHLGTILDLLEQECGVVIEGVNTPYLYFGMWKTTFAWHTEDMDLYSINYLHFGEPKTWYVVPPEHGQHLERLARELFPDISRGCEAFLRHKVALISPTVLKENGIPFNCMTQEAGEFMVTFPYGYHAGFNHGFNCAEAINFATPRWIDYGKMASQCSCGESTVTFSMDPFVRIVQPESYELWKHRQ
Starred values were filed as active, the others as inactive; i = inactive; ? = inconclusive; . = no result given; & = joins results of further samples; [ ] = remark or other dose. Unless noted, calls come from the whole dose curve; as a rule, active = well fitted curve in the direction sought with a large enough effect; inconclusive = small, poorly fitted or top-dose-only effect, or another doubt; inactive = no such curve, though single readings can be large; an effect the other way counts as inactive or inconclusive. Unless noted, % is set by controls: 0 for no effect and ±100 for the full control effect; potency is the fitted concentration of half-maximal effect. A portion of the library; count on the stated rates, not on these rows.

Start of the listing, in advance, 3 compounds:
The line under a structure holds: RECQ1 helicase, L3MBTL1 block, Tau FP inhib, TRb SRC2 PPI, TexasRed fluor, GoLoco inh red, Tau ThT inhib, JMJD2E inh
CCN(CC)c1ccc(C(=O)NCc2ccc3c(c2)CCN3C(=O)c2ccccc2)cc1
→ ., ., 2%, 0%, -2%, ., ?, .
O=C(COc1cccc(C(F)(F)F)c1)Nc1ccc(S(=O)(=O)N2CCCC2)cc1
→ -8%, ., ?, -14%, 1%, 15%, -1%, -7%
O=C(CS(=O)(=O)Cc1ccccc1)N1CCN(C(=O)c2ccco2)CC1
→ -5%, 3%, -4%, 5%, 3%, 5%, -6%, -7%

This part in full, repeating the preview:
The line under a structure holds: RECQ1 helicase, L3MBTL1 block, Tau FP inhib, TRb SRC2 PPI, TexasRed fluor, GoLoco inh red, Tau ThT inhib, JMJD2E inh
CCN(CC)c1ccc(C(=O)NCc2ccc3c(c2)CCN3C(=O)c2ccccc2)cc1
→ ., ., 2%, 0%, -2%, ., ?, .
O=C(COc1cccc(C(F)(F)F)c1)Nc1ccc(S(=O)(=O)N2CCCC2)cc1
→ -8%, ., ?, -14%, 1%, 15%, -1%, -7%
O=C(CS(=O)(=O)Cc1ccccc1)N1CCN(C(=O)c2ccco2)CC1
→ -5%, 3%, -4%, 5%, 3%, 5%, -6%, -7%
N#CC(C(=O)c1ccccc1)=C1SCCS1
→ i, -3%, -5%, -7%, -2%, 8%, -5%, 3%
O=C(O)C(Cc1ccccc1)N1C(=O)/C(=C/c2cccnc2)SC1=S (stereo not given)
→ i, 8%, -18%, -7%, -3%, 5%, ?, -19%
COc1cc(OC)cc(C(=O)NC(C)c2cnn(-c3ccccc3C)c2C)c1 (stereo not given)
→ i, -9%, 2%, -6%, -2%, 4%, 7%, 0%
CCOc1ccc2nc(C)cc(Nc3ccc(N4CCOCC4)cc3)c2c1
→ 0%, -4%, 7%, 1%, -5%, 2%, ?, -14%
CCOC(=O)CNC(c1ccccc1)c1cc(Br)ccc1NC(=O)OCC (stereo not given)
→ -5%, -6%, -11%, 2%, -1%, 18%, -9%, -3%
COc1cc(C(CCN2CCCCC2)c2c(OC)cc(OC)c3c(-c4ccccc4)cc(=O)oc23)cc(OC)c1OC (stereo not given)
→ -8%&-1%, ., 2%, -3%&-5%, -2%&-1%, 1%, -4%, 3%
CC(C)N1CCC(N2CCN(C3CCCC3)CC2CCO)CC1 (stereo not given)
→ i, -2%, 8%, 3%, -1%, 18%, -1%, 17%
O=C(NNC1=Nc2ccccc2SC1)c1ccccc1F
→ -6%, -16%, 8%, -7%, 0%, 5%, -12%, 5%
CCOC(=O)c1sc(C)c2c(=O)n(CCc3ccccc3)nnc12
→ -5%, 2%, -3%, -17%, 1%, 3%, 0%, -9%
O=S(=O)(c1ccc(Cl)cc1)N1CCN(Cc2c[nH]c3ccccc23)CC1
→ 8%, ., -1%, 10%, 1%, 10%, -5%, -5%
CN(C)c1cccc(C(=O)n2cc(C(=O)c3cc(F)ccc3O)cn2)c1
→ -2%, -5%, -1%, 0%, -3%, -1%, ?, ?
OC[C@H]1O[C@@H](n2cnc3c(N[C@H]4C[C@H]5CC[C@@H]4C5)ncnc32)[C@H](O)[C@@H]1O
→ i, ., -2%, -2%, -1%, 4%, -4%, .
O=C(OCC(=O)N1CCc2ccccc21)c1ccccc1
→ -7%, 3%, -5%, -18%, -2%, -11%, ?, -8%
CCOC(=O)N1CCN(C(=O)C(NC(=O)C2CCC(C)CC2)C(C)C)CC1 (stereo not given)
→ 4%, 7%, -2%, 4%, -1%, ., -10%, 2%
CSc1ccccc1NC(=O)CN(c1cc(C)cc(C)c1)S(C)(=O)=O
→ -12%, -2%, 9%, -24%, 2%, 2%, 4%, -3%
CN(C(=O)c1nn(C)c2c1CS(=O)(=O)c1ccccc1-2)c1cccc(Cl)c1
→ ., ., -12%, -11%, ?, ., -3%, .
O=C(Cc1ccc([N+](=O)[O-])cc1)Nc1cccnc1
→ -8%, -1%, -1%, 0%, -1%, 15%, -13%, -7%
CCOC(=O)C(NC(C)=O)C(=O)O (stereo not given)
→ -10%, 1%, -1%, 1%, 1%, 2%, -2%, 11%
COc1ccccc1OCC(=O)Nc1nc(-c2ccc(Br)cc2)ns1
→ ., ., ?, 3%, -3%, ., 3%, .
O=C(Nc1ccc2nc(-c3ccccc3)[nH]c2c1)c1cccs1
→ -4%, ., 0%, 6%, 1%, 11%, 14%, -5%
O=C(Nc1ccc2nc(SCC(=O)N3CCOCC3)sc2c1)c1cccc(Br)c1
→ ., ., -14%, 1%, 1%, ., 3%, .
Cc1cc(C)cc(NC(=O)CSc2nc3nccnc3c(=O)n2CCc2c[nH]c3ccccc23)c1
→ ., ., -6%, -10%, ?, ., ?, .
Cc1cccc(NC(=O)c2ccc(F)c(S(=O)(=O)N3CCC4(CC3)OCCO4)c2)c1
→ ., ., -12%, -5%, -3%, ., 0%, .
Cn1c(=O)n(Cc2ccc(F)cc2)c(=O)c2c1nc1n2CCCN1C1CCCCC1
→ i, -2%, 8%, -7%, -2%, 2%, ?, -3%
Cc1ccc(NC(=O)Cn2cc(S(=O)(=O)c3ccccc3)c(=O)c3cc(F)ccc32)cc1
→ -1%, 1%, ?, -1%, -1%, 11%, 12%, -6%
Cc1ccc2nc(NC(=O)C3=NN(c4ccccc4)C(=O)CC3)sc2c1
→ -10%, -9%, -12%, 2%, -7%, ., ?, ?
Cc1[nH]n(-c2ccccc2)c(=O)c1CCOC(=O)c1cccc(C(F)(F)F)c1
→ -6%, -3%, 4%, 7%, -3%, 6%, -6%, -1%

Random excerpt: 2 compounds from above
The line under a structure holds: RECQ1 helicase, L3MBTL1 block, Tau FP inhib, TRb SRC2 PPI, TexasRed fluor, GoLoco inh red, Tau ThT inhib, JMJD2E inh
N#CC(C(=O)c1ccccc1)=C1SCCS1
→ i, -3%, -5%, -7%, -2%, 8%, -5%, 3%
Cc1cc(C)cc(NC(=O)CSc2nc3nccnc3c(=O)n2CCc2c[nH]c3ccccc23)c1
→ ., ., -6%, -10%, ?, ., ?, .

New compounds follow.
The line under a structure holds: RECQ1 helicase, L3MBTL1 block, Tau FP inhib, TRb SRC2 PPI, TexasRed fluor, GoLoco inh red, Tau ThT inhib, JMJD2E inh
CC(C)C(NC(=O)C1CCC(C(C)(C)C)CC1)C(=O)NCc1cccnc1 (stereo not given)
→ -6%, ., 4%, -6%, -1%, 1%, -12%, -3%
COCCN=c1scc(-c2ccccc2)n1/N=C/c1c[nH]c2ccccc12
→ -10%, ?, ?, -6%, ?, 1%, 13µM*, 0%
O=C(Nc1ccc2nsnc2c1)N1CCCCC1
→ 3%, ., -17%, ?, -4%, 2%, ?, ?
O=C1C2CCCN2C(c2ccc(F)cc2)N1c1ccc(Cl)cc1 (stereo not given)
→ -5%, ., 7%, 1%, -1%, 23%, -12%, 14%
CC(NC(=O)c1ccc2c(c1)CCN2S(=O)(=O)c1ccc(Cl)cc1)c1ccccc1 (stereo not given)
→ ., ., -10%, 0%, 0%, ., -2%, .
CC(C)(C)[C@H]1C=C(C(=O)N2CCN(Cc3ccccc3)CC2)O[C@@H](OCc2ccc(CO)cc2)C1
→ -14%, 0%, 6%, -2%, 0%, 0%, 3%, 1%
CCOc1cc(NC(=S)Nc2cccc(C)c2)c(OCC)cc1NC(=O)CC(C)C
→ -4%, -2%, 14%, -3%, 1%, 9%, -13%, -5%
OCCCc1nc2ccccc2n1CCOc1ccccc1
→ -7%, 5%, -8%, -6%, -2%, -1%, -3%, 1%
CCc1cccc(C)c1NC(=O)c1cc(S(=O)(=O)N2CCN(c3ccccc3)CC2)ccc1F
→ ., ., -4%, 4%, 0%, ., 4%, .
O=C(CCl)N=c1sccn1Cc1ccccc1Cl
→ -9%, 13%, 10%, -3%, -2%, -1%, -7%, -4%

Two entries from above, in CSV form.
molecule,RECQ1 helicase,L3MBTL1 block,Tau FP inhib,TRb SRC2 PPI,TexasRed fluor,GoLoco inh red,Tau ThT inhib,JMJD2E inh
Cc1ccc2nc(NC(=O)C3=NN(c4ccccc4)C(=O)CC3)sc2c1,-10%,-9%,-12%,2%,-7%,.,?,?
Cc1[nH]n(-c2ccccc2)c(=O)c1CCOC(=O)c1cccc(C(F)(F)F)c1,-6%,-3%,4%,7%,-3%,6%,-6%,-1%

Later entries
The line under a structure holds: RECQ1 helicase, L3MBTL1 block, Tau FP inhib, TRb SRC2 PPI, TexasRed fluor, GoLoco inh red, Tau ThT inhib, JMJD2E inh
Cc1ccc(NC(=O)c2ccccc2Br)cc1S(=O)(=O)N(C)C
→ i, 4%, -2%, -7%, 2%, 7%, -1%, 9%
O=C(CC1S/C(=N\S(=O)(=O)c2ccccc2)N(c2ccccc2)C1=O)Nc1ccc(F)cc1 (stereo not given)
→ -22%, 2%, -11%, 18%, 12%, 69%[activator], -4%, -3%
Cc1cccc(N2C(=O)C3C4C=CC(C5CC45)C3C2=O)n1 (stereo not given)
→ 2%, -15%, -9%, -13%, -4%, 0%, -11%, 1%
CCOC(=O)CCc1c(C)nc2cc(-c3ccccc3OC)[nH]n2c1=O
→ -1%, 9%, 1%, -20%, -1%, -4%, -11%, ?
Cc1ccc(NC(=O)CCc2nc(-c3ccccc3F)no2)c(C)c1
→ ., ., 1%, -3%, 0%, ., 8%, .
CN(Cc1ccccc1)C(C(=O)NC1CCCCC1)c1ccc(Cl)cc1 (stereo not given)
→ ., ., 0%, -3%, 1%, ., -5%, .
CCOc1ccc(Cn2nnc(C(=O)Nc3cc(C)cc(C)c3)c2N)cc1
→ -2%, 5%, -10%, -18%, 2%, 4%, 6%, -16%
COc1cc2nc(=S)n3[nH]c(COc4ccccc4C)nc3c2cc1OC
→ -2%, 8%, -5%, 0%, -6%, -4%, -11%, 6%
